Bioassay records (PubChem)
HT1080 cytotoxicity – cytotoxicity in HT1080 fibrosarcoma cells, cell-based, fluorescence readout (AID 620) | HT1080 viability, fluorescence; higher % means a stronger effect | cytotoxicity, % at 10 µM, or EC50 in µM where a hit was titrated | actives 0.42% (n = 87,000); in the data active = cytotoxicity above about 50%;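 also: cells exposed to compound overnight then 4 h with Alamar Blue; 0% = vehicle DMSO and 100% = killing control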
* hit, by the source's call. This is a subset; rates above refer to the full screens.

| Compound | HT1080 cytotoxicity |
| --- | --- |
| O=P(N[C@@H](c1ccccc1)[C@@H]1C[C@H]1CCO)(c1ccccc1)c1ccccc1 | -7.0% |
| COc1ccc(S(=O)(=O)Nc2ccc(S(=O)(=O)N3CCCCC3)cc2)cc1C | -6.2% |
| CC(C)CO/C(=N/S(=O)(=O)c1ccccc1)c1ccccc1 | -10.6% |
| Cc1nc2c(Cl)cccc2[nH]1 | 2.5% |
| CCOc1cc(Cl)c(S(=O)(=O)NCc2ccccn2)cc1Cl | -9.8% |
| CC(=O)c1cc(C#N)c(SCc2ccc(F)cc2)nc1C | -3.2% |
| CC(C)CCNC(=O)C(c1cccnc1)N(CCc1ccccc1)C(=O)Cn1nnc2ccccc21 (stereo not drawn) | -7.2% |
| CCc1nc(Nc2ccc3c(c2)OCCO3)c2oc3ccccc3c2n1 | -3.3% |
| CC(C)C(=O)Nc1nc(-c2ccccc2)ns1 | 0.3% |
| O=C1CSC(c2ccccc2F)N1c1ccccc1 (stereo not drawn) | 5.1% |
| CCN(CC)S(=O)(=O)c1ccc2c(c1)nc(CCC(=O)Nc1cccc(C(F)(F)F)c1)n2CC | 6.4% |
| O=C(Nc1ccccc1N1CCOCC1)c1cnccn1 | -0.5% |
| O=[N+]([O-])c1nn(-c2ccc3c(c2)OCCO3)n(O)c1=NCCCO | 5.4% |
| Cc1cc2c(cc1C)NC(c1nc3ccccc3[nH]1)C1=C(CC(C)(C)CC1=O)N2 (stereo not drawn) | 19.1% |
| Cc1cccc(C)c1NC(=O)CSc1nnc(C)n1-c1ccccc1 | 0.2% |
| COc1cc(/C=N/NC(=O)c2cccs2)ccc1OCc1ccccc1 | -5.3% |
| Cc1cc(C)nc(SCC(=O)Nc2ccc(S(=O)(=O)N3CCCCC3)cc2)n1 | -4.5% |
| CCSc1nnc(NC(=O)Cc2ccc(OC)c(OC)c2)s1 | -5.7% |
| COc1cccc(OCCCCCCN2CCOCC2)c1 | -18.5% |
| N#CC(c1ccc(F)cc1)c1ccc(C(=O)c2ccccc2)cc1 (stereo not drawn) | -2.7% |
| O=C(C1CCCCN1S(=O)(=O)c1ccccc1)N1CCN(C(c2ccccc2)c2ccccc2)CC1 (stereo not drawn) | -32.2% |
| COC(=O)c1cc(NC(=O)CC2C(=O)NCCN2C(=O)c2ccc(F)cc2)cc(C(=O)OC)c1 (stereo not drawn) | -15.0% |
| COC(=O)[C@@]1(Cc2ccc(F)cc2)[C@H]2c3cc(C(=O)N(C)C)n(CCc4ccccn4)c3C[C@H]2CN1C(=O)c1ccccc1 | -20.3% |
| Cc1ccc(S(=O)(=O)Nc2ccc(NC(=O)CN3CCCCC3)c(Cl)c2)cc1 | 1.1% |
| CC(Sc1nc2ccccc2[nH]1)C(=O)Nc1ccc2c(c1)OCCO2 (stereo not drawn) | -2.1% |
| O=c1/c(=C/c2ccco2)sc2n1CN(c1ccccc1)CN=2 | 33.7% |
| CN(C)CCC1Sc2ccccc2Oc2ccccc21 (stereo not drawn) | 5.0% |
| CC(C)CNC(=O)CSc1nnc(-c2cccc(S(=O)(=O)N3CCCCC3)c2)o1 | -5.1% |
| O=C(CN1CCCC1)Nc1c2c(nc3ccccc13)N(Cc1ccccc1)CC2 | 18.1% |
| COc1ccc(C(=O)COc2ccccc2N2C(=O)C3C4C=CC(C4)C3C2=O)cc1 (stereo not drawn) | -12.4% |
| COc1ccc(C2CC2/C(=N/OC(=O)c2cccs2)c2ccccc2)cc1 (stereo not drawn) | -3.5% |
| CCN(CC)S(=O)(=O)c1cc([N+](=O)[O-])ccc1NNC(=O)Nc1ccc(Cl)c(Cl)c1 | 32.2% |
| C=CCNCCCCOc1ccc(OCC)cc1 | -4.7% |
| CC(=O)c1sc(NC(=O)c2c(F)cccc2F)nc1C | 12.1% |
| C=CCc1ccc(OCC(O)CO)c(OC)c1 (stereo not drawn) | 27.4% |
| COn1c(SCc2cccc(Cl)c2)nc2ccccc2c1=O | -7.3% |
| CCCC1CCC(C2=N/C(=C\c3ccc(OC)c(OC)c3)C(=O)O2)CC1 (stereo not drawn) | -12.2% |
| CCc1ccc(OCCNC(=O)c2ccc(S(=O)(=O)N(C)C)cc2)cc1 | -6.0% |
| COc1ccc(C(=O)c2ccc(OC)c3cccc(O)c23)cc1OC | -5.2% |
| COC(=O)[C@@]1(Cc2ccc(F)cc2)[C@H]2c3cc(C(=O)N4CCCC4)n(CCc4c[nH]c5ccccc45)c3C[C@H]2CN1C(=O)c1ccccc1 | -33.5% |
| CCN(CC)S(=O)(=O)c1cccc(C(=O)OCC(=O)C23CC4CC(CC(C4)C2)C3)c1 | 22.4% |
| S=C(NC1CCCCC1)c1ccc2c(c1)OCO2 | 2.4% |
| COc1ccc(CNC(=O)CSc2nc(-c3ccccc3)cc(-c3cccs3)c2C#N)cc1 | -13.6% |
| CCN(CC)S(=O)(=O)c1cccc(-c2nnc(-c3ccc(C)cc3)o2)c1 | 3.9% |
| NC1=NS(=O)(=O)NC1c1cccc(Cl)c1 (stereo not drawn) | 14.4% |
| NC(=O)c1sc2cc(C(F)(F)F)cnc2c1-c1cccs1 | 14.2% |
| O=C(N/N=C/C=C/c1ccccc1)C1CC1c1ccccc1 (stereo not drawn) | -4.5% |
| Cc1ccc(S/C(=N\S(=O)(=O)c2ccc(Cl)cc2)c2ccccc2)cc1 | -14.1% |
| CSc1nc2ccc(S(=O)(=O)N(C)C)cc2s1 | -0.9% |
| Nc1nc(SCc2ccccc2Cl)ns1 | -0.6% |

New compounds follow.
| Compound | HT1080 cytotoxicity |
| --- | --- |
| CC1CCN(C(=O)c2cc3nc(-c4ccccc4)cc(-c4ccccc4)n3n2)CC1 | 14.8% |
| O=C(Nc1ccccc1)OCCNC(=O)c1cccc(Cl)c1 | 3.0% |
| COc1ccc(N(C(=O)c2ccco2)S(=O)(=O)c2cc(Cl)c(Cl)cc2Cl)cc1 | -12.9% |
| CCC(C)NS(=O)(=O)c1ccc(NC(C)=O)cc1 (stereo not drawn) | -3.4% |
| Cc1ccc(N(CC(O)CON=C2c3ccccc3-c3ccccc32)S(C)(=O)=O)cc1 (stereo not drawn) | -3.8% |
| CCOC(=O)C1=C(C)N(CCCCCC(=O)O)C(=O)NC1c1ccccc1Cl (stereo not drawn) | -30.9% |
| COc1ccc(-c2c(C)nn(Cc3ccccc3)c2N)cc1 | -3.2% |
| O=C(Nc1nc(-c2ccccn2)cs1)c1ccc(Br)s1 | 13.0% |
| O=C(Nc1ccccc1)c1ccc2c(c1)OCCO2 | -1.1% |
| CCCCNS(=O)(=O)c1ccc2nc(SCC(=O)N3CC(C)OC(C)C3)[nH]c2c1 (stereo not drawn) | -12.5% |
| CC1C(=O)CC(c2ccccc2)NC1c1ccccc1 (stereo not drawn) | -11.3% |
| O=C1CCCN1CCNC(=S)Nc1ccccc1 | 8.8% |
| Cc1ccc(S(=O)(=O)c2c(COC(=O)c3ccc(Cl)cc3)c(-c3ccccc3)nn2C)cc1 | 0.9% |
| COc1ccc2nc(NC(=S)N(C)C)sc2c1 | -3.8% |
| O=C(NC1CCCCC1)N1CCN(c2ccccc2)CC1 | -9.6% |
| CCCCCOC(=O)c1ccc(OC(=O)c2cncc(Br)c2)cc1 | -3.8% |
| COc1ccc(/C(C)=N/NC(=O)c2ccc(CSc3cccc4cccnc34)cc2)cc1OC | 0.7% |
| CN(CCCNC(=O)c1ccc(/C=N/O)nc1)CCCN(C)Cc1ccccc1 | -3.8% |
| CNC(=O)c1sccc1-n1cccc1 | -5.2% |
| Cc1cc(C)c2c(=O)[nH]c(SCC(=O)c3ccc(C(C)C)cc3)nc2n1 | 5.4% |
| O=C(O)c1ccccc1CSc1ncn[nH]1 | -0.6% |
| CCCn1c(=N)n(CCOCCOCCn2c(=N)n(CCC)c3ccccc32)c2ccccc21 | 0.2% |
| CS(=O)(=O)c1nc(-c2ccc(Br)cc2)cc(-c2ccccc2)c1C#N | 11.4% |
| CN(C)CCNc1oc(COc2ccc(Cl)cc2Cl)nc1C#N | -11.3% |
| CCC(=C(c1ccc(OC)cc1)c1ccc(OC)cc1)c1cn(CC(O)CN2CCN(C)CC2)c2ccccc12 (stereo not drawn) | 33.1% |
| O=C1Nc2ccccc2/C1=N\c1sc2c(c1C(=O)Nc1ccccc1)CCCC2 | -12.6% |
| O=C(c1cn(-c2ccccc2)nc1-c1cccs1)N1CCN(c2ccccc2)CC1 | -1.2% |
| COc1cccc(OC)c1C(=O)Nc1cc(C)on1 | -12.1% |
| CCOc1ccc(-c2nc(-c3cccnc3)no2)cc1 | -10.8% |
| CC(=O)N1CN(S(=O)(=O)c2ccc(C)cc2)CC1C (stereo not drawn) | -5.7% |
| CCCCNC(=O)CSc1nc2n[nH]c(C)c2c(=N)n1-c1cccc(Cl)c1C | -12.4% |
| CCOc1ccc(-c2nnc(NC3=NCCCCC3)o2)cc1 | 26.5% |
| CCN(CC)C(=O)n1nc(C)c(CN2C(=O)c3ccccc3C2=O)c1C | -12.0% |
| Clc1ccc(OCCn2ccnc2)c(Br)c1 | -4.7% |
| CC(=O)N(Cc1ccco1)C1(C(=O)NC2CCCC2)CCCCC1 | 3.3% |
| CC(C)(CO)N=Cc1c(O)[nH]c2ccccc12 | 3.7% |
| CCOc1ccc(CC(C(N)=O)C(N)=O)cc1CN(C)C | 0.8% |
| COc1ccc(S(=O)(=O)NCCSC(C)(C)C)cc1 | 6.6% |
| Nn1c(SCC(=O)N2CCCCCC2)nnc1-c1ccncc1 | 5.2% |
| COc1ccc(S(=O)(=O)N2CCc3ccccc3C2)cc1OC | -10.3% |
| O=C1c2ccsc2SCCN1Cc1ccc(Cl)cc1 | -14.7% |
| CCCOc1ccc(N2C(=O)CC(SC(=NCC)Nc3cccc(F)c3)C2=O)cc1 (stereo not drawn) | -10.1% |
| CCN(CC)C(=O)C(=O)c1cccn1-c1ccccc1C#N | 7.6% |
| NC(=O)C1CCN(C(=O)Cn2cccc2C(=O)c2ccccc2)CC1 | -3.1% |
| Cc1ccc(NC(=O)N2CCC(NC(=O)C(C)(C)C)CC2)cc1 | -21.2% |
| O=C(CSc1nn(-c2ccccc2)c(=S)s1)NC(=O)NCc1ccco1 | 14.4% |
| Fc1ccc(-c2oncc2-c2nnnn2-c2ccccc2)cc1F | 18.8% |
| COCCCn1c(Cc2csc(Nc3cccc(Cl)c3)n2)nnc1SCC(=O)OC1CCCCC1 | -9.1% |
| CCOc1ccc(-n2cnnn2)cc1S(=O)(=O)NC1CC1 | -17.1% |
| COc1ccc(OC)c(Nc2nc(N)nc(CSc3nnc(-c4ccncc4)o3)n2)c1 | -3.2% |

(continued)
| Compound | HT1080 cytotoxicity |
| --- | --- |
| CCCCNCc1cc(OCC)c(OCC(N)=O)cc1Br | 16.6% |
| CN1CCC(=NNC(=O)C(=O)NC2CCCC2)CC1 | -5.3% |
| OCCNc1nc(Nc2ccccc2)nc2ccccc12 | -8.7% |
| C=CCOC(=O)Nc1snnc1C | -6.2% |
| COc1ccc(C(=O)CN2C(=O)NC(C)(c3ccccc3)C2=O)cc1OC (stereo not drawn) | -3.8% |
| COc1ccc(C(=O)NCCc2nnc(SCC(=O)Nc3ccc(Br)cc3)n2C)cc1 | 11.6% |
| CCC(=O)N(CCC(c1ccco1)c1ccccc1OC)Cc1cccs1 (stereo not drawn) | 8.7% |
| CN(C)/C=C/C(=O)c1ccc(N2CCN(c3ncc(C(F)(F)F)cc3Cl)CC2)cc1 | 4.2% |
| CCC(C)C(=O)Nc1cc(C(=O)OC)ccc1C(=O)OC (stereo not drawn) | 7.6% |
| CCn1cc(Cl)c(C(=O)N2N=C3/C(=C/c4cccs4)CCCC3C2c2cccs2)n1 (stereo not drawn) | -13.6% |
| O=C(NNC(=O)c1ccncc1)c1ccncc1 | -7.6% |
| CC1=C(C#N)C(NC(=O)C(C)(C)C)(C(F)(F)F)C(=O)N1 (stereo not drawn) | 4.4% |
| C=C(C)C1CC=C(CN2CC(C)OC(C)C2)CC1 (stereo not drawn) | 16.3% |
| CNc1nc(SC)nc(N(C#N)CC(=O)OC)n1 | 5.8% |
| CCCSc1nc(C)c2cc(C)cc(C)c2n1 | -9.7% |
| COc1ccc2c(c1)CCc1c(C(=O)NCc3ccc(Cl)cc3)noc1-2 | 4.2% |
| Cc1cc(C(=O)CN2C(=O)NC3(CCCc4ccccc43)C2=O)c(C)n1Cc1ccccc1 (stereo not drawn) | 3.9% |
| COC(=O)CNC(=O)CN1C(=O)N(c2ccccc2)C(N(O)C(=O)Nc2ccccc2)C1(C)C (stereo not drawn) | -10.5% |
| O=C(NCC1CCC(C(=O)O)CC1)OCc1ccccc1 (stereo not drawn) | 13.4% |
| C#CCOC(=O)c1ccccc1C(=O)O | 1.3% |
| O=C(c1ccc(F)cc1)N1CCN(C(=O)c2cccnc2)CC1 | -9.2% |
| COc1cc(S(=O)(=O)N2CCN(C)CC2)c(OC)cc1Cl | -4.0% |
| CCOC(=O)c1nnn(CC(=O)N2N=C(c3cccc4ccccc34)CC2c2ccccc2)c1C(=O)OCC (stereo not drawn) | -12.8% |
| Cc1ccc(N2CCN(S(=O)(=O)N3CCCCCC3)CC2)cc1Cl | -5.7% |
| COc1cccc(-c2nc(-c3ccc4c(c3)-c3ccccc3S4(=O)=O)c(-c3ccccc3)[nH]2)c1OC | 8.2% |
| O=C(c1ccc([N+](=O)[O-])cc1)N(Cc1ccc(Cl)cc1Cl)N1C(=O)CCCC1=O | -12.8% |
| CC1=C(C(=O)OCc2ccccc2)C(c2ccccc2)NC(=O)N1CCCCCC(=O)O (stereo not drawn) | -19.6% |
| Cc1nc(SCCC(C)C)c([N+](=O)[O-])[nH]1 | 1.0% |
| CC1(C)C(=O)NCCN1C(=O)CCC(=O)O | -8.5% |
| COc1ccc(N=C(C)C2=C(O)CSC2=O)cc1 | -0.1% |
| Cn1nc(Oc2nc(N3CCOCC3)nc(N3CCOCC3)n2)ccc1=O | -6.6% |
| CCOc1nc(NC(=O)NS(=O)(=O)Oc2cccc(Cl)c2)nc(-c2ccccc2)n1 | 6.5% |
